High-throughput results: PubChem, Johns Hopkins Ion Channel Center
KCNQ2 block: KCNQ2 potassium channel inhibitors, primary screen, cell-based, CHO-K1, FluxOR thallium flux, B-score (AID 2156); Potassium voltage-gated channel subfamily KQT member 2 (Rattus norvegicus), O88943; 20 min; stronger effect = lower value; B-score at 10 µM; hit rate 1.1% among 310,000;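 active = fluorescence ratio B-score at most minus 3 library SDs, with starting brightness B-score within 2 library SDs, cut at about -5.5 in these data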
Target sequence (O88943 whole entry, looked up): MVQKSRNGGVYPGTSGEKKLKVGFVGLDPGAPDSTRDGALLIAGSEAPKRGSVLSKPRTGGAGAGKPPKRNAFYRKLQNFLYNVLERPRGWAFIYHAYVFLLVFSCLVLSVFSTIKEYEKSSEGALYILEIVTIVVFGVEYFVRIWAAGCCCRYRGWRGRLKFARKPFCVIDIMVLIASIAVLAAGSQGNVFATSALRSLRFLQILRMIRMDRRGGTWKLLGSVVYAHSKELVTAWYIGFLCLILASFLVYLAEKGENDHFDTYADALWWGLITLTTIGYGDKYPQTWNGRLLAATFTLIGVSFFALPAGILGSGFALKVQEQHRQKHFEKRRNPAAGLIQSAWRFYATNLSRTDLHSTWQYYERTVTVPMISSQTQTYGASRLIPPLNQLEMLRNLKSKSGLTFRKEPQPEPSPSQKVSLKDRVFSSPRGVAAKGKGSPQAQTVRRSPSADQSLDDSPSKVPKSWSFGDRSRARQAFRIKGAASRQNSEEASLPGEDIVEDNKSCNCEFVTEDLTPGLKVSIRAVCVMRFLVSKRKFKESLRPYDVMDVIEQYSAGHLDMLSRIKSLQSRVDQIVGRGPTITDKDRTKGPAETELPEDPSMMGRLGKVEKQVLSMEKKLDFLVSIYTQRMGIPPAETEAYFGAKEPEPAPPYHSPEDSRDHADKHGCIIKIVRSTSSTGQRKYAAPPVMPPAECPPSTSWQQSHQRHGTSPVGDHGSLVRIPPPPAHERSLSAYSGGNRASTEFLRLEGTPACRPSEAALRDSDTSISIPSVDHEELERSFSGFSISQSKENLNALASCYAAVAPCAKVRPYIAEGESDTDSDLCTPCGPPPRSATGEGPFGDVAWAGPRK
CHT block: inhibitors of human choline transporter CHT. High affinity choline transporter 1 (Homo sapiens), Q9GZV3. hit rate 0.86% among 310,000. B-score at 10 µM. CHT-expressing cells, membrane potential dye, choline response; stronger effect = lower value;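 active = B-score over 3 SD under the library average, and starting fluorescence ratio not unusually high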;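 note: choline stimulus applied at its EC90 after an EC20 pre-addition; B-score computed on integrated fluorescence ratio after choline addition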
* hit, by the source's call; i = inactive; x = not tested or not shown.

Every second line gives: KCNQ2 block | CHT block
- O=C(CCCn1cncn1)N1CCCC(N2CCN(c3ccc(F)cc3)CC2)C1 (configuration not stated)
 : i | i
- CC(NCc1cccs1)C(=O)NC1CCCCC1 (configuration not stated)
 : i | i
- Cc1c(O)ccc(C(=O)CN2C(=O)c3ccccc3C2=O)c1O
 : i | i
- O=C(COc1ccccc1)NCCSCc1ccccc1Cl
 : i | i
- COCCN(C(=S)Nc1cc(C)cc(C)c1)C(C)c1ccco1 (configuration not stated)
 : i | i
- CCCCCCn1nc(C(=O)Nc2nc3c(s2)CCCC3)c2ccccc2c1=O
 : i | i
- CCN(CC)S(=O)(=O)c1cccc(C(=O)NNC(=O)C2=NN(c3ccccc3)C(=O)CC2)c1
 : i | i
- Cc1cc(=O)oc2cc(OC(C)C(=O)Nc3nccs3)ccc12 (configuration not stated)
 : i | i
- O=C(NCCCN1CCOCC1)c1ccc(Sc2ccccc2Cl)c([N+](=O)[O-])c1
 : i | i
- Cc1cc2n(n1)C(c1ccccc1)CC(c1ccc(Br)cc1)=N2 (configuration not stated)
 : x | i
- CC(C)OC(=O)C1=C2SCC(=O)N2C(N)=C(C#N)C1
 : i | i
- O=C(COc1ccc2ccc(=O)oc2c1)NCCCN1CCCC1=O
 : i | i
- CNC(=O)CN1C(=O)c2ccccc2S1(=O)=O
 : i | i
- COc1ccc(N2CCN(C(=O)c3ccc(COc4ccc5c(C)cc(=O)oc5c4)cc3)CC2)cc1
 : i | i
- O=C(CSc1nc(O)c(C2CCCCC2)c(=O)[nH]1)Nc1ccc(F)cc1
 : i | i
- CCn1c(SC)nnc1-c1sc2cc(Cl)ccc2c1Cl
 : i | i
- Cc1cccc(Nc2n[nH]c(=S)s2)c1C
 : i | i
- O=C(COc1ccccc1Cl)Nc1cccnc1
 : i | i
- CC(C)Nc1nc(NC(C)(C)C)nc(Oc2ccc(=O)n(C)n2)n1
 : i | i
- CC(=O)N1CCCc2cc(S(=O)(=O)CCC(=O)N3CCN(c4ccccc4)CC3)ccc21
 : i | i
- C=CCn1c(COc2ccccc2)nnc1SCC(=O)N/N=C/c1cc(Cl)ccc1O
 : -6.37* | i
- CCCc1nnc(NC(=O)CCC(=O)N2CCC(Cc3ccccc3)CC2)s1
 : i | i
- O=C(NCc1cccnc1)c1ccc(CN2CCc3ccccc3C2)cc1
 : i | i
- CCOC(=O)c1sc(NC(=O)CN2CC(C)OC(C)C2)nc1C (configuration not stated)
 : i | i
- CCn1c(C)cc(/C=C2/NC(=O)N(Cc3ccccc3F)C2=O)c1C
 : i | i
- S=C(Nc1ccccc1)Nn1cnnc1
 : i | i
- CC(C)(C)n1nnnc1C(c1cccnc1)N(Cc1ccccc1)Cc1cccs1 (configuration not stated)
 : i | i
- CN(C)c1cccc(C(=O)OCC(=O)N(C)c2ccccc2)c1
 : i | i
- COc1ccc(/C=C2\SC(=O)N(CC(=O)NC3C=CS(=O)(=O)C3)C2=O)cc1 (configuration not stated)
 : i | i
- CCn1cc(C(=O)NCCCN2CCCC2)c(=O)c2cc(S(=O)(=O)N3CCc4ccccc4C3)ccc21
 : i | i
- COc1ccc(CNC(=O)[C@@H](C)NC(=O)C2CCN(C(=O)[C@@H](N)CCSC)CC2)cc1
 : i | i
- Nc1nc(-c2ccc3c(c2)CCCC3)cs1
 : x | i
- COc1ccc(C(=O)NCC(=O)OCC(=O)NC(=O)NC2CCCCC2)cc1OC
 : i | i
- CN(CC(O)CON=C1c2ccccc2-c2ccccc21)S(=O)(=O)c1ccc(Br)cc1 (configuration not stated)
 : i | i
- COc1ccc(NC(=O)CN2CCN(c3ccccc3)CC2)cc1
 : i | i
- CCOc1ccc(CCNc2nc3c(c(=O)n(C)c(=O)n3C)n2CC)cc1OCC
 : i | i
- CN(CC(=O)Nc1ccccc1C(F)(F)F)C(=O)c1ccc(N2C(=O)CCC2=O)cc1
 : i | i
- COc1ccc(OC2C(=O)N(c3ccc(C)c(C)c3)C2c2ccc(OC)c(OC)c2)cc1 (configuration not stated)
 : i | i
- CC1(C)NC(=O)N(CCOCCOc2ccccc2-c2ccccc2)C1=O
 : i | i
- O=C(NCCc1ccccc1)C1CCCN1C(=O)NCc1ccccc1 (configuration not stated)
 : i | i
- OCC#Cc1ncc(C(F)(F)F)cc1Cl
 : i | i
- CCCc1cc(=O)oc2c(C)c(OCC(=O)N3CCC(C(=O)O)(c4ccccc4)CC3)ccc12
 : i | i
- COC(=O)Cc1c(C)nc2nc(-c3cccnc3)[nH]n2c1=O
 : i | i
- Oc1ccc(Br)cc1/C=N/Nc1ncc(-c2ccccc2)cn1
 : i | i
- CCCCc1nnc(NC(=O)CSCc2cc(=O)n3cc(C)sc3n2)s1
 : i | i
- O=C(O)c1ccc(S(=O)(=O)c2ccc3c(c2)C(=O)N(NC(=O)c2ccc(O)cc2)C3=O)cc1
 : i | i
- Cc1ccc(Cl)cc1N1CCN(Cc2nnnn2Cc2ccco2)CC1
 : i | i
- Cc1cc(N)nc(SCC(=O)N2C(C)CCCC2C)n1 (configuration not stated)
 : i | i
- Nc1nnc(CSCc2cccc(Br)c2)s1
 : i | i
- Cc1nn(Cc2ccccc2)c(C)c1NC(=O)CSc1nc(-c2ccccc2)nc2c1cnn2-c1ccccc1
 : i | x
- O=C1[C@@H]2[C@H](Cc3ccc(O)cc3)N[C@]3(C(=O)Nc4ccccc43)[C@@H]2C(=O)N1c1ccc(F)cc1
 : i | i
- Cc1sc2nc(CN3CCN(c4ccc(O)cc4)CC3)[nH]c(=O)c2c1C
 : i | i
- Cc1cccc(-n2ncc3c2CCCC3NC(=O)CN2CCCC2=O)c1C (configuration not stated)
 : i | i
- COc1ccc(CN2CCC(n3nccc3NC(=O)c3ccc4c(c3)OCO4)CC2)cc1C
 : i | i
- CN=c1sc2ccccc2n1CC(O)c1ccccc1 (configuration not stated)
 : i | i
- CNS(=O)(=O)c1cc(-c2nnc(Nc3ccc(CC(N)=O)cc3)c3ccccc23)ccc1C
 : i | i
- CC(C)(C)n1nnnc1C(c1cccnc1)N1CCN(c2ccccc2F)CC1 (configuration not stated)
 : i | i
- Cc1cccc(Nc2nc(N)nc(CCl)n2)c1
 : i | i
- CCOc1ccc(CNC(=O)CCCOc2cc(=O)n(C)c3ccccc23)cc1
 : i | i
- COC(=O)c1ccc2c(=O)[nH]c(COC(=O)c3c(-c4ccccc4Cl)noc3C)nc2c1
 : i | i

Random excerpt: 7 entries already listed, in no set order.
Every second line gives: KCNQ2 block | CHT block
- O=C(O)c1ccc(S(=O)(=O)c2ccc3c(c2)C(=O)N(NC(=O)c2ccc(O)cc2)C3=O)cc1
 : i | i
- Cc1nn(Cc2ccccc2)c(C)c1NC(=O)CSc1nc(-c2ccccc2)nc2c1cnn2-c1ccccc1
 : i | x
- COC(=O)c1ccc2c(=O)[nH]c(COC(=O)c3c(-c4ccccc4Cl)noc3C)nc2c1
 : i | i
- O=C1[C@@H]2[C@H](Cc3ccc(O)cc3)N[C@]3(C(=O)Nc4ccccc43)[C@@H]2C(=O)N1c1ccc(F)cc1
 : i | i
- CCOc1ccc(CNC(=O)CCCOc2cc(=O)n(C)c3ccccc23)cc1
 : i | i
- Cc1sc2nc(CN3CCN(c4ccc(O)cc4)CC3)[nH]c(=O)c2c1C
 : i | i
- CN=c1sc2ccccc2n1CC(O)c1ccccc1 (configuration not stated)
 : i | i

The list goes on.
Every second line gives: KCNQ2 block | CHT block
- O=C(CN(C(=O)c1csnn1)c1ccc(F)cc1)NCCc1ccccc1
 : i | i
- CCOc1ccc(OC(=O)c2ccc3c(=O)n4c(nc3c2)CCC4)cc1
 : i | i
- COc1ccccc1NC1=C(N2CCCCC2)C(=O)c2ccccc2C1=O
 : i | i
- O=C(CSc1c[nH]c2ccccc12)NC1CCCC1
 : i | i
- Fc1cccc(CO/N=C/c2c(-c3ccccc3)nc3ccc(Cl)cn23)c1
 : -6.85* | i
- COc1cc(NC(=O)COC(=O)/C=C/c2ccccc2Cl)cc(OC)c1
 : i | i
- COCCCNC(=O)c1ccc(N2CCOCC2)c(NS(=O)(=O)c2ccc(OC)cc2)c1
 : i | i
- Cc1nc2ccc(S(=O)(=O)NCC(=O)NCc3ccc4c(c3)OCO4)cc2s1
 : i | i
- COc1ccc(NS(=O)(=O)c2ccc(C)cc2)c([N+](=O)[O-])c1
 : i | i
- Cc1cc(/C=N/NC(=O)c2cccc([N+](=O)[O-])c2)c(C)n1-c1ccc(Cl)cc1Cl
 : i | i
- O=c1[nH]c(NCc2ccccc2)nc2c1CCC2
 : i | i
- Cn1cnnc1SCC(=O)NC(=O)NC1CCCC1
 : i | i
- COc1cc2c(cc1OC)CN(S(=O)(=O)c1cccc(F)c1)CC2
 : i | i
- COc1ccc(C)cc1NC(=O)CN(c1ccccc1F)S(C)(=O)=O
 : i | i
- Cc1ccc(N(Cc2cc3ccc(C)cc3[nH]c2=O)C(=O)c2cccs2)cc1
 : i | i
- Cc1nonc1OCCN1CCN(c2ccccc2[N+](=O)[O-])CC1
 : i | i
- O=C(CSc1nnc(-c2ccccc2)o1)Oc1ccc(Br)cc1
 : i | i
- CCCC(C(=O)NCCC(C)C)N(Cc1ccccc1Cl)C(=O)c1snc(C(N)=O)c1N (configuration not stated)
 : i | i
- Cn1c(C(=O)N2CCN(Cc3ccc4c(c3)OCO4)CC2)cc2c(=O)n(C)c3ccccc3c21
 : i | i
- CCn1c(CNC(=O)c2ccccc2)nc2ccccc21
 : i | i
- Cc1ccc(-c2nc(C#N)c(N3CCC(C(N)=O)CC3)o2)cc1
 : i | i
- O=C(NCc1ccc(Cl)cc1)c1csc(-c2cccnc2)n1
 : i | i
- O=S(=O)(Nc1cc(Cl)ccc1N1CCCCC1)c1cccs1
 : i | i
- CCc1cc2c(=O)n(-c3ccccc3)c(=S)[nH]c2s1
 : i | i
- Cc1cccc(NC(=S)N2CCN(c3ccc(F)cc3)CC2)c1
 : i | i
- COc1ccccc1CNC(=S)Nc1ccc(F)cc1
 : i | i
- COc1ccc(CC2=CC(=O)c3ccccc3C2=O)cc1
 : i | i
- Cc1ccc(C(=O)NNC(=O)OC(C)(C)C)c(Cl)c1
 : i | i
- O=C(CN1CCCCC1)Nc1scc2c1c(=O)oc1ccccc12
 : i | i
- CC(=O)c1ccccc1OC(=O)CCN1C(=O)c2ccccc2C1=O
 : i | i
- O=C(N/N=C1/CCCc2ccccc21)C(c1ccccc1)c1ccccc1
 : i | i
- CCc1ccc(N2C(=O)CN(CC(=O)OC)C2=S)cc1
 : i | i
- CCCn1c(=O)c2c(c3ccccc31)OC(C)C(=O)N2 (configuration not stated)
 : i | i
- Cc1ccc(C(=O)NC(=S)NCc2cccnc2)cc1
 : i | i
- FC(F)Sc1ccc(-n2cc(-c3ccc(Cl)cc3)[n+]3c2CCC3)cc1
 : i | i
- Cc1cc(C)nc(-n2nc(C)cc2Nc2ccccc2)n1
 : i | -5.23*
- CCOc1ccc(N2C(=O)CC(Sc3n[nH]c(-c4ccccc4)n3)C2=O)cc1 (configuration not stated)
 : i | i
- CCOC(=O)CSc1nc2ccccc2n1CC(=O)N1CCN(c2ccccc2)CC1
 : x | i
- COc1ccc(/C=C2\SC(=S)N(CC(=O)OCC(=O)Nc3ccc(C)cc3Cl)C2=O)cc1
 : i | i
- COc1ccc(Cc2nnc(N)s2)cc1
 : i | i
- N#Cc1cccnc1N1CCN(C(=O)c2cccs2)CC1
 : i | i
- Cc1n[nH]c(C)c1CCNCc1ccc(OCC(O)CN2CCCCC2)cc1 (configuration not stated)
 : i | i
- O=C(NCC1CCCO1)c1ccc2c(=O)n(-c3ccccc3)c(=S)[nH]c2c1 (configuration not stated)
 : i | i
- CCOc1ccccc1CNC(=O)C(C)n1nc(C)c2c(C)n(-c3ccccc3)nc2c1=O (configuration not stated)
 : i | i
- O=C(Nc1ccccc1)N1CCN(c2nc3ccccc3s2)CC1
 : i | i
- N#CC1=C(C=Nc2ccccc2O)CCC1
 : i | i
- Cc1ccccc1NCC(=O)N/N=C\C=C\c1cccc([N+](=O)[O-])c1
 : i | i
- CC1=NNC(=O)C1C(c1ccccc1)C(C#N)C#N (configuration not stated)
 : i | i
- N#Cc1nc(N2CCCC2)nc(N2CCCC2)n1
 : i | i
- CC(C)(C)NC(=O)c1cc(-c2ccccc2)n[nH]1
 : i | i
- O=C(C1CCCN(S(=O)(=O)c2ccc(Cl)cc2)C1)N(Cc1cccs1)C1CC1 (configuration not stated)
 : i | i
- COc1ccc(C2CC(Cn3cc(C#N)c(=O)n(C)c3=O)ON2C)cc1 (configuration not stated)
 : i | i
- O=C1c2cccc3cccc(c23)C(=O)C1(O)O
 : i | i
- Cc1ccc(/C=N/NC(=O)c2nnn(-c3nonc3N)c2CN(C)c2ccccc2)s1
 : i | i
- O=C(NCC1COc2ccccc2O1)c1ccc(Cl)cc1 (configuration not stated)
 : i | i
- Nc1c(C(O)(C(F)(F)F)C(F)(F)F)ccc2ccccc12
 : i | x
- CC(Oc1ccc2c3c(c(=O)oc2c1)CCCC3)C(=O)NC1CC(C)(C)NC(C)(C)C1 (configuration not stated)
 : i | i
- S=C1N[C@H]2CCCC[C@@H]2N1
 : i | i
- CCN(Cc1ccc(O)cc1)CC1CCCN(CCc2cccc(F)c2)C1 (configuration not stated)
 : i | i
- COc1ccc(C(=O)Nc2ccccc2C(=O)NCC2CCCO2)cc1 (configuration not stated)
 : i | i

Carrying on.
Every second line gives: KCNQ2 block | CHT block
- O=C(c1cccnc1)N1CCN(S(=O)(=O)c2ccc3ccccc3c2)CC1
 : i | i
- NC(=O)CN(c1ccc([N+](=O)[O-])cc1)S(=O)(=O)c1ccccc1
 : i | i
- C=CCN1C(=O)c2ccccc2NC1c1cc(Br)cs1 (configuration not stated)
 : i | i
- O=C(C(Cc1ccccc1)n1cccc1)N1CCCCCC1 (configuration not stated)
 : i | i
- COc1ccc(N2CCN(C(=O)CCC(=O)NNc3nc4ccccc4c4nc(C)nn34)CC2)cc1
 : i | i
- CN(C(=O)COC(=O)c1nc(Cl)ccc1Cl)c1ccccc1
 : i | i
- CCS(=O)(=O)Nc1cccc(C2=NN(S(=O)(=O)c3ccc(C)cc3)C(c3ccco3)C2)c1 (configuration not stated)
 : i | i
